# Source: PubChem BioAssay (Broad Institute)
# ARNT TACC3 PPI: disruptors of ARNT/TACC3 protein interaction, primary screen, biochemical, AlphaScreen, single concentration; Transforming acidic coiled-coil-containing protein 3 (Homo sapiens), Q9Y6A5; actives 0.66% (n = 390,000); inhibition, % at 9.99 µM; AlphaScreen His-ARNT PAS-B/GST-TACC3 binding, luminescence; TACC3 fragment carries E629A point mutation;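 active = mean inhibition of replicates at least 50% and at least half of replicates each reaching 50%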;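 also: 0% = complete ARNT plus TACC3 wells and 100% = ARNT alone without TACC3; many hits fall short of the cut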
# * hit, by the source's call. The list is partial. The share of hits here may be higher or lower than overall.
ARNT TACC3 PPI	SMILES
-1.6	CCOc1ccc(C=NNc2ccc(S(=O)(=O)Nc3ccccc3C(=O)O)cc2[N+](=O)[O-])cc1OC
-7.2	CCOC(=O)C(C(=O)OCC)=C1OC(=O)c2ccccc21
7.5	CSc1ccc(C2C(C#N)=C(N)N(c3ccccc3)C3=C2C(=O)CCC3)cc1 (stereo unspecified)
-2.1	CCNS(=O)(=O)c1ccc(OC)c(C(=O)NC2CCCCC2)c1
-4.9	CCOC(=O)c1cc2sc(C)cc2n1CC(=O)N1CCc2ccccc21
-2.1	CCOC(=O)C1=C(C)NC(=O)NC1c1cc2c(cc1Br)OCO2 (stereo unspecified)
-13.9	CCOC(=O)c1c(C)n(C)c2cc(Br)c(C)cc12
-1.6	O=C(O/N=C/C1=C(Cl)c2ccccc2CC1)c1ccc(F)cc1
-0.7	CCOC(=O)CN1C(=O)C(O)(CC(=O)c2ccco2)c2ccccc21 (stereo unspecified)
26.3	O=C(Nc1ccc(Cl)cc1)NC1CCCC1Cc1ccco1 (stereo unspecified)
3.5	C#CCOCCOCCOCCNc1nc(N2CCOCC2)nc(N2CCN(C(=O)[C@H]([C@@H](C)CC)n3cc([C@@H](N)Cc4ccc(O)cc4)nn3)CC2)n1
-4.8	N/C(=N\OC(=O)Nc1ccc(Cl)cc1)c1ncc(C(F)(F)F)cc1Cl
-4.5	CC(C)Cc1[nH]c(=O)c(C#N)c2c1COC(C)(C)C2
-5.7	Cc1cc(C)nc(SCc2nnc(SCC(=O)Nc3nc(-c4ccccc4)cs3)n2C)n1
-5.1	O=C1CCCc2ccccc2N1Cc1ccc(Cl)cc1Cl
-5.0	Cc1ccc2c(c1)nc(NCCO)n2C
-0.7	CS(=O)(=O)N(CC(=O)NCc1cccnc1)Cc1ccc(Cl)cc1
0.4	CCOc1ccc(C2C(C#N)=C(N)Oc3cc(C)n(CCN(C)C)c(=O)c32)cc1OCC (stereo unspecified)
-1.6	COCCn1c(COc2ccc(OC)cc2)nc2ccccc21
-4.7	Cc1ccc2[nH]c(=O)c(C(c3nnnn3C(C)(C)C)N(Cc3ccco3)CC3CCCO3)cc2c1 (stereo unspecified)
-9.0	Cc1ccc(-c2nc(N)c3c(-c4ccc(C)cc4)nn(C(C)(C)C)c3n2)cc1
-3.8	Cc1cc(C)c(S(=O)(=O)c2ccccc2C)c(Cl)n1
-8.0	COc1ccccc1N1CCN(C(=O)c2cc3c(s2)CCC3)CC1
-0.6	CCOC(=O)c1cccc(NC(=O)CCc2nc(-c3ccccc3F)no2)c1
-5.5	O=C(CCc1nc2ccccc2[nH]1)Nc1ccccc1
7.2	CNc1nc2sc3c(c2c(=O)n1C)CC(C)(C)SC3
4.6	Cc1cc(NS(=O)(=O)c2ccc(NC(=O)Nc3ccccc3)cc2)no1
11.8	Cc1nc2ccc(S(=O)(=O)NCC(=O)N3CCc4ccccc4C3)cc2s1
2.8	S=c1[nH]nc(-c2ccncc2)n1CC1CCCO1 (stereo unspecified)
-3.6	CN1C(=O)CC2(CC(=O)N(Cc3ccccc3)C2)C1=O (stereo unspecified)
-0.5	COc1ccc(-c2ncncc2-c2csc(C)n2)c(O)c1
0.5	COc1ccc(N2C(=S)N(C(=O)c3ccccc3)C(=Nc3ccccc3)C2=Nc2ccccc2)cc1
-0.2	c1nnc(NC2=NCCCCC2)s1
0.2	CCCNS(=O)(=O)c1ccc(CCC(=O)NCc2ccc3c(c2)OCO3)cc1
-2.5	Cc1ccc2[nH]c(=O)c(COC(=O)c3ccccn3)cc2c1
-1.1	COc1ccc(C(=O)Nc2c(Cl)cc(Cl)cc2C(=O)NCc2ccco2)cc1
0.2	NS(=O)(=O)c1ccc(CCNC2CC(=O)N(Cc3ccccc3)C2=O)cc1 (stereo unspecified)
-6.1	CCCC(=O)Nc1ccc(C(=O)NCC2CCCO2)cc1 (stereo unspecified)
-3.2	CCOC(=O)C1=C(CSc2nc3c(cc2C#N)CN(C)CC3)OC(N)=C(C#N)C1c1ccc(F)cc1 (stereo unspecified)
8.9	Cc1ccccc1-c1nc2ccccc2c(=O)n1/N=C/c1ccccc1[N+](=O)[O-]
-5.1	CS(=O)(=O)N1CCN(c2ccc([N+](=O)[O-])c(NCc3ccccc3)c2)CC1
16.9	CCOC(=O)c1c(NC(=O)CSc2nnc(Cc3ccccc3)o2)sc(C(C)=O)c1C
-2.7	COc1ccc(NC(=O)c2c(F)c(F)c(F)c(F)c2F)cc1Cl
5.6	COc1cc(-n2c(C)nc3cc(C(=O)N4CCOCC4)ccc32)cc(OC)c1OC
-6.7	COCCCNC(=O)C(C#N)c1nc2ccccc2nc1N1CCCC1 (stereo unspecified)
-4.7	COc1ccc(-c2ccc3c(N)c(C(=O)c4cccc(OC)c4)sc3n2)cc1
-10.4	COC(=O)C(C(=O)NCC1CCCO1)C1CCCCCC1 (stereo unspecified)
2.4	CCc1nnc(NC(=O)CCC(=O)N2CCN(Cc3ccccc3)CC2)s1
1.7	Cc1ccc(S(=O)(=O)NCc2ccncc2)cc1
-3.7	CCCOc1cccc(C(=O)N(Cc2ccco2)C2CCS(=O)(=O)C2)c1 (stereo unspecified)

# More compounds
ARNT TACC3 PPI	SMILES
-1.8	Cc1ccc2[nH]c3c(c2c1)CCC3=O
-4.0	CC(C)C1CC(=O)NC(SCC(=O)Nc2ccc(Br)cc2)=C1C#N (stereo unspecified)
-1.6	OCCN(CCO)c1ncnc2c1sc1nc(N3CCOCC3)c3c(c12)CCCC3
-7.1	CC(C)(C)C1=Nn2c(nnc2-c2ccco2)SC1
-2.2	COc1ccc(CCn2c(N3CCN(C)CC3)nc3c2c(=O)[nH]c(=O)n3C)cc1
-5.0	COC(=O)Cc1nnc(NC(=O)c2ccccc2)s1
1.7	Cc1cc(NS(=O)(=O)c2ccc(CC(C)C)cc2)no1
1.5	Clc1ccc(OCc2cn3cccnc3n2)c2ncccc12
-17.1	Cc1cc(=O)nc2c3ccccc3n(CC(=O)NCCCN3CCOCC3)n12
-8.8	COC(=O)c1ccc(C2/C(=C(\O)c3ccc4c(c3)OCCO4)C(=O)C(=O)N2CCCN(C)C)cc1 (stereo unspecified)
1.7	OCCNCc1cc(Br)ccc1OCc1ccc(Cl)cc1Cl
-2.0	CC(C)NS(=O)(=O)c1ccc(OCC(=O)N(C)Cc2ccccc2)cc1
-3.9	COC(=O)Nc1ccc(S(=O)(=O)N2CCCCCC2)cc1
-1.4	CCOC(=O)N1CCN(C(=O)CS(=O)(=O)c2cn(Cc3ccccc3C)c3ccccc23)CC1
4.6	CCOC(=O)C1=C(C)N(C2CCCCC2)C(=O)C1
-38.5	COc1ccc(Br)cc1-c1noc(-c2ccccc2)n1
0.6	COc1ccc(NC(=O)CC(=O)Nc2ccc(OC)cc2OC)c(OC)c1
1.6	CC(=O)c1ccc(N2CCN(C(=O)CCCn3c(=S)[nH]c4cc5c(cc4c3=O)OCO5)CC2)cc1
-3.3	CCNC(=O)N(C(=O)NCC)n1c(C)nnc1C
-0.8	COc1ccc2[nH]c(=O)c(CN(C(=O)c3ccccn3)c3ccccc3)cc2c1
0.1	CC(=O)Nc1ccc(N(C(=O)c2cnccn2)C(C(=O)NC2CCCCC2)c2ccc(O)cc2)cc1 (stereo unspecified)
-16.9	O=C1CSC(c2cn(-c3ccccc3)nc2-c2cc3ccccc3oc2=O)N1Cc1ccccc1 (stereo unspecified)
-0.4	CCCOc1ccc(-c2nc(=S)[nH][nH]2)cc1
2.1	Cc1ccc(C(=O)C(OC(=O)CN2C(=O)c3ccccc3C2=O)c2ccccc2)cc1 (stereo unspecified)
1.5	COc1ccc(C2=C(C=Nc3c(C)n(C)n(-c4ccccc4)c3=O)C(c3ccccc3C)c3ccccc3O2)cc1OC (stereo unspecified)
8.5	CCOc1ccc(CCn2c(-c3ccco3)nc3ccccc3c2=O)cc1OCC
-8.7	CCOC(=O)c1c2ccc(OCC(=O)N/N=C/c3ccc(C)cc3)cc2n2ccccc12
-33.5	Cn1c(=O)[nH]c(=O)c2c1nc(NCc1ccccc1)n2CC(O)c1ccccc1 (stereo unspecified)
-2.5	CCOC(=O)c1cccc(N/C=C/C(=O)c2ccc(OC)c(OC)c2)c1
32.4	Cc1cccn2c(=O)c3cc(C(=O)NCCN4CCOCC4)c(=N)n(CCc4ccccc4)c3nc12
-1.2	COc1cccc(NC(=O)Cn2nnc(-c3ccccc3N)n2)c1
-13.6	O=C(CSc1ncccc1-c1nc2ccccc2[nH]1)NC1CC1
4.6	Cc1cccc(OCC(O)Cn2c(-n3nc(C)cc3C)nc3c2c(=O)[nH]c(=O)n3C)c1 (stereo unspecified)
6.3	Cn1c(=O)c2cc(NCc3ccccc3)nnc2n(C)c1=O
-0.5	Cc1ccc(NS(=O)(=O)N(C)C)cc1
-1.2	O=C(OC(C(=O)NCc1ccc2c(c1)OCO2)c1ccc(Cl)cc1)c1ccco1 (stereo unspecified)
31.1	CCCCc1c(C)c(C#N)c2[nH]c3ccccc3n2c1=O
-9.5	CCc1[nH]c(=O)c(C#N)c2c1COC(C)(C)C2
0.1	CN(C)C(C)(C)C#CCCCCC#CC(C)(C)N(C)C
7.8	c1ccc(Nc2cccc(Nc3ccccc3)n2)cc1
0.9	O=C(NNS(=O)(=O)c1ccc(F)cc1)c1ccc([N+](=O)[O-])cc1
-12.6	CCC(=O)Nc1ccc(C(=O)Nc2cccc(OC)c2)cc1
-7.7	Cn1c(SCc2ccccc2Cl)nc2ccccc21
2.7	C=CCc1cc(/C=N\NC(=O)CSc2nnc(CCCc3ccc(OC)c(C)c3)o2)cc(OC)c1O
56.7*	c1ccc(CN2CCN(CCCNc3ccc4nnc(-c5ccccc5)n4n3)CC2)cc1
7.3	O=C1c2ccccc2C(=O)N1CCCCN(C(=O)c1cccc([N+](=O)[O-])c1)c1ccc(Cl)cc1
11.9	O=C(O)[C@H]1CCCC[C@H]1C(=O)Nc1ccc(Nc2ccccc2)cc1
7.6	Cc1nnc2c3ccccc3c(-c3ccccc3)nn12
-3.9	CCOCCCNC(=O)c1ccc(OC)cc1
-4.0	CS(=O)(=O)N(CC(=O)N1CCOCC1)c1ccc2c(c1)OCO2

# More structures follow.
ARNT TACC3 PPI	SMILES
-6.1	CCOC(=O)c1cc2c(nc1N)CC(C)(CC)OC2 (stereo unspecified)
-1.5	CCSc1nnc(NC(=O)c2ccc(C)o2)s1
-0.7	O=S(=O)(c1ccc2c(c1)OCCO2)N(Cc1ccc(F)cc1)Cc1nnc(-c2cccs2)o1
-8.4	O=c1c2c3nc4ccccc4nc3n(Cc3ccccc3)c2ncn1Cc1ccco1
1.6	Cc1ccc(NS(=O)(=O)c2ccc(C(=O)N3CCN(c4ccccn4)CC3)cc2)cc1
10.8	CCOC(=O)C1=C(CSc2nc(-c3ccncc3)ccc2C#N)OC(N)=C(C#N)C1c1cccnc1 (stereo unspecified)
0.2	O=C(Nc1ccccc1)N1C2CCC1CC(O)(c1cccnc1)C2 (stereo unspecified)
17.8	CCc1ccc(-c2cc(C(=O)Nc3ccc(S(=O)(=O)NC(C)=O)cc3)c3ccccc3n2)cc1
3.0	CCOC(=O)C1CCCc2c1[nH]c1c(C(N)=O)cccc21 (stereo unspecified)
-9.2	CCOC(=O)c1cc2ccc3ccccc3c2s1
-13.9	CCNc1nc(Oc2ccc(=O)[nH]n2)nc(SC)n1
-20.5	CC(=O)C1C(c2ccc(F)cc2)NC(=O)NC1(O)C(F)(F)F (stereo unspecified)
-6.7	O=C(Nc1ccccc1)Nc1nc(-c2ccc(F)c(F)c2)cs1
-0.4	O=C(C[n+]1cccc(NC(=O)c2ccccc2)c1)c1ccccc1
-11.5	CCCN(CCC)CCNS(=O)(=O)c1ccc2c(c1)oc(=O)n2C
-1.4	Clc1ccc(Oc2cccc(/C=N/n3cnnc3)c2)cc1
8.1	O=C(c1ccc(C#CC2(O)CCCCC2)cc1)N1CCN(Cc2ccccc2)CC1
-5.1	CCN1CCN(C2=CC3=CC(=C(C#N)C#N)CCC3CC2)CC1 (stereo unspecified)
-1.1	Cc1cc(C)nc(N2CCC(C(=O)NCc3cccc(C(F)(F)F)c3)CC2)n1
-6.5	COc1ccccc1C(=O)N1CCN=C1SCc1cccnc1

# Retrieved one by one from the entries so far (two):
ARNT TACC3 PPI	SMILES
-2.5	CCOC(=O)c1cccc(N/C=C/C(=O)c2ccc(OC)c(OC)c2)c1
-6.7	O=C(Nc1ccccc1)Nc1nc(-c2ccc(F)c(F)c2)cs1

# More entries
ARNT TACC3 PPI	SMILES
-14.9	Cc1cc(C)c2nc(N3CCC(C(=O)N4CCN(c5ncccn5)CC4)CC3)sc2c1
-5.4	CCN(CC#CCC1(O)c2ccccc2-c2ccccc21)CCO
-0.4	Cc1ccccc1NC(=O)COC(=O)CN1C(=O)NC(C)(C)C1=O
-4.8	Oc1ccc(F)cc1-c1cc(-c2ccc3c(c2)OCCO3)n[nH]1

# Molecules listed so far that have a Cl atom (14):
ARNT TACC3 PPI	SMILES
-1.6	O=C(O/N=C/C1=C(Cl)c2ccccc2CC1)c1ccc(F)cc1
26.3	O=C(Nc1ccc(Cl)cc1)NC1CCCC1Cc1ccco1 (stereo unspecified)
-4.8	N/C(=N\OC(=O)Nc1ccc(Cl)cc1)c1ncc(C(F)(F)F)cc1Cl
-5.1	O=C1CCCc2ccccc2N1Cc1ccc(Cl)cc1Cl
-0.7	CS(=O)(=O)N(CC(=O)NCc1cccnc1)Cc1ccc(Cl)cc1
-3.8	Cc1cc(C)c(S(=O)(=O)c2ccccc2C)c(Cl)n1
-1.1	COc1ccc(C(=O)Nc2c(Cl)cc(Cl)cc2C(=O)NCc2ccco2)cc1
-2.7	COc1ccc(NC(=O)c2c(F)c(F)c(F)c(F)c2F)cc1Cl
1.5	Clc1ccc(OCc2cn3cccnc3n2)c2ncccc12
1.7	OCCNCc1cc(Br)ccc1OCc1ccc(Cl)cc1Cl
-1.2	O=C(OC(C(=O)NCc1ccc2c(c1)OCO2)c1ccc(Cl)cc1)c1ccco1 (stereo unspecified)
-7.7	Cn1c(SCc2ccccc2Cl)nc2ccccc21
7.3	O=C1c2ccccc2C(=O)N1CCCCN(C(=O)c1cccc([N+](=O)[O-])c1)c1ccc(Cl)cc1
-1.4	Clc1ccc(Oc2cccc(/C=N/n3cnnc3)c2)cc1
